Gli-Sufu block – Gli-Sufu pathway antagonism | Sufu-KO-LIGHT fibroblasts, Gli luciferase reporter luminescence | inhibition, % at 5 µM | actives 0.74% (n = 340,000);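 active = inhibition above about 55%, limit read from the data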;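 also: 0% = DMSO-treated cells and 100% = wells with medium but no cells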
UBC13 inh – human UBC13 polyubiquitination inhibition; actives 0.47% (n = 330,000); P61088; AID 485273; inhibition, % at 20 µM; UBC13 polyubiquitin chain formation, TR-FRET; in the data active = inhibition above about 45%, passing the limit was not always enough
CCR6 antag – CCR6 (human) receptor antagonism; P51684; CHO-K1 CCR6 PathHunter beta-arrestin, luminescence, CCL20-stimulated; inhibition, % at 20 µM; actives 0.49% (n = 340,000);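 active = compounds whose inhibition of the agonist-driven luminescence signal at 20 µM reaches about 50%, limit read from the data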;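 also: cells stimulated with CCL20 at 14 nM final; plate controls were DMSO with CCL20 for no effect and DMSO without agonist for full effect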
SENP8 block – blocks the human protease SENP8; actives 1.2% (n = 330,000); inhibition, % at 10 µM; AID 2540; Q96LD8; purified SENP8, Z-RLRGG-aminoluciferin cleavage, luminescence
697 NFkB inh – inhibitors of the PMA/ionomycin-induced NF-kB reporter in 697 B cells | 697 B-cell NF-kB luciferase reporter, 16 h | inhibition, % at 4 µM | actives 0.33% (n = 330,000) | AID 435022; in the data active = inhibition above about 35%
Jurkat NFkB inh – inhibitors of the PMA/ionomycin-induced NF-kB reporter in Jurkat cells. AID 435003. actives 0.53% (n = 330,000). PMA/ionomycin-induced NF-kB luciferase reporter, luminescence. inhibition, % at 4 µM
EBI2 antag – blocks human EBI2 receptor beta-arrestin signaling; P32249; EBI2 beta-arrestin recruitment, luminescence, 7a,25-OHC stimulated; inhibition, % at 5 µM; actives 0.81% (n = 360,000); AID 651636; in the data active = inhibition above about 38%;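 also: enzyme fragment complementation signal reports receptor beta-arrestin coupling in cells; 0% = agonist plus DMSO wells and 100% = wells without agonist; some results beyond the cut were filed as inactive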
Apaf-1 inh – inhibitors of human Apaf-1 apoptosome. O14727. reconstituted apoptosome caspase-3 activity, DEVD-Rh110 fluorescence. inhibition, % at 20 µM. actives 0.71% (n = 330,000); active = inhibition of at least 40% at 20 µM;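 also: plate controls were DMSO wells for no effect and DEVD-CHO caspase inhibitor wells for full effect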
Target sequence (O14727 whole entry, looked up): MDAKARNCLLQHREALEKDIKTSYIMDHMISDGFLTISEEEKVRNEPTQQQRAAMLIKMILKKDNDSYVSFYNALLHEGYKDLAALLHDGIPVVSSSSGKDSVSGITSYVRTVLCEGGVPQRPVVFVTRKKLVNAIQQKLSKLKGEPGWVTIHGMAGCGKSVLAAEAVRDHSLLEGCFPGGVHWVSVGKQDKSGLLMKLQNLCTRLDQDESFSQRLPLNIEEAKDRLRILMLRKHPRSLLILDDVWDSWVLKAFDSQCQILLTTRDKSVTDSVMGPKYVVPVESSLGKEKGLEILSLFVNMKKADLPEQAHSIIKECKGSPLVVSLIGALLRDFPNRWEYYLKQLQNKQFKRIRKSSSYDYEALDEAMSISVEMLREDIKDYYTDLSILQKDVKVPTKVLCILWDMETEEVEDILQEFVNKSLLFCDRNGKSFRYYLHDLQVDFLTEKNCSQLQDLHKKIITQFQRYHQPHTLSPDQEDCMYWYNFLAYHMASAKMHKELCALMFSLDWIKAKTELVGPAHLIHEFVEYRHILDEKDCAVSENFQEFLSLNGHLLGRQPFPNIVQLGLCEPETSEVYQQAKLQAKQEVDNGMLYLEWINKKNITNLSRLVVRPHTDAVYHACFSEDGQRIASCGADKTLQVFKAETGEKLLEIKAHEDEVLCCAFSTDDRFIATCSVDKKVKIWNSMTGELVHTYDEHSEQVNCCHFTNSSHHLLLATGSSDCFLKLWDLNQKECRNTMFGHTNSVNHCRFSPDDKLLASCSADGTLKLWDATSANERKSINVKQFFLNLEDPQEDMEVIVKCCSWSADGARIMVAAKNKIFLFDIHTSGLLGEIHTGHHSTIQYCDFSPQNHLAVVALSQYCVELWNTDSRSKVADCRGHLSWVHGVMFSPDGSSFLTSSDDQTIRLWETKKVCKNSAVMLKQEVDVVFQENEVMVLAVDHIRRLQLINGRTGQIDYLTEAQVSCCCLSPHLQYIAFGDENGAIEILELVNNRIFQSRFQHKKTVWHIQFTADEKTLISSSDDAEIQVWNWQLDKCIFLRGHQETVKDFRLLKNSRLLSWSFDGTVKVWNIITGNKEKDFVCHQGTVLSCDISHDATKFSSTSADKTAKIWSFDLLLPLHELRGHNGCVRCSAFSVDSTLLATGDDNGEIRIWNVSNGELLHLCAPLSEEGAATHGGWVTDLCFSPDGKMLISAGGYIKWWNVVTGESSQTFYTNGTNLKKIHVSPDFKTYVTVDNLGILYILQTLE
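Material: biochemical Apaf-1 apoptosome reconstitution. Medium: Hepes buffer, pH 7.5. Also added: cytochrome c activation, bis-DEVD rhodamine 110 substrate. Timing: 30 min compound preincubation, 50 min activation, room temperature. Measured by: rhodamine 110 fluorescence at Ex 480/Em 540 nm.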
Active calls of the source: *; . = no result given. Rule as the data show it, unless noted: active = inhibition above about 50%; inactive = the rest.

SMILES | Gli-Sufu block | UBC13 inh | CCR6 antag | SENP8 block | 697 NFkB inh | Jurkat NFkB inh | EBI2 antag | Apaf-1 inh
COc1cc2c(cc1OC)C(COc1cccc(C(F)(F)F)c1)NCC2 (stereo not drawn) | 15 | 3 | 12 | 5 | 1 | 26 | -4 | 11
OCCC1CN(C2CCC2)CCN1Cc1ccc(F)c(F)c1 (stereo not drawn) | 12 | 1 | 12 | 8 | 12 | -4 | 3 | 2
O=S(=O)([N-]c1nc2ccccc2nc1-[n+]1ccccc1)c1ccccc1 | 2 | -9 | 5 | 0 | -19 | 0 | -5 | -5
c1ccc2c(C[C@@H]3CNCCN3CCC34CC5CC(CC(C5)C3)C4)cccc2c1 | 1 | 50* | 6 | -7 | -2 | 3 | -7 | 66*
COc1ccc(NC(=O)CSCC(=O)Nc2ccc(S(=O)(=O)N3CCOCC3)cc2)cc1 | 7 | 2 | 0 | 9 | 15 | 2 | 0 | 1
CC(=O)c1cccc(NC(=O)NC(C)C2CCCO2)c1 (stereo not drawn) | -4 | -1 | -1 | -6 | 2 | -12 | -8 | 1
COCCNc1nc2c(-c3cccc(C(F)(F)F)c3)nnn2c2ccccc12 | 1 | 47* | 5 | 5 | 3 | -6 | 5 | 10
COc1c(Cl)cc(Cl)cc1/C=N/NC(=O)c1nnn(-c2nonc2N)c1CN1CCC(C)CC1 | -5 | -7 | 18 | -1 | 12 | 8 | 8 | 1
CCn1cc(CNC(=O)C2CCC(=O)N(Cc3ccccc3F)C2)cn1 (stereo not drawn) | 51 | 4 | 5 | 27 | -6 | -19 | 4 | 0
CCOC(=O)C1=C(C)N(c2ccccc2)C(=O)/C1=C\c1ccco1 | 3 | -7 | 20 | 5 | 5 | -4 | -3 | 10
O=C(COc1ccc2c3c(c(=O)oc2c1)CCC3)N1CCN(c2ccc(F)cc2)CC1 | -2 | -1 | 13 | -4 | 16 | 13 | -3 | 42*
COc1ccc(CCNc2oc(COc3ccccc3)nc2C#N)cc1 | -16 | -4 | 9 | -12 | 12 | 2 | 28 | 9
COc1ccc(OC)c(C(C(=O)NCc2ccco2)N(C(=O)Cn2nnc3ccccc32)C2CC2)c1 (stereo not drawn) | -1 | -11 | -10 | -6 | 2 | 9 | -11 | -2
C=CCSc1nc(C)c(CCCC)c(=O)[nH]1 | -1 | -12 | 14 | -3 | -21 | -6 | -12 | 14
O=C(Nc1cnc2ccccc2c1)N1CCOCC1 | -23 | 6 | 4 | -9 | 1 | -13 | -2 | -7
Cc1ccccc1NC(=O)CCN1CCN(C)CC1 | -7 | 5 | -7 | -3 | 7 | 12 | -2 | -5
CCc1nnc(NC(=O)C23CC4CC(CC(C4)C2)C3)s1 | -32 | 0 | 11 | 1 | -47 | -41 | -5 | 9
COc1ccc(NC(=O)c2ccccc2C)c(OC)c1 | -5 | 2 | 21 | 4 | 13 | 3 | -7 | -4
Cc1ccc(/C=C2\SC(=S)N(CCC(=O)NCCCN3CCOCC3)C2=O)cc1 | 2 | 1 | -14 | -1 | -12 | -3 | 6 | 0
CC(C)(C)c1ccc(N=C2SCC(=O)N2Cc2cccs2)cc1 | 19 | -6 | 24 | -15 | -85 | -29 | -2 | 22
Cc1cc(OCC(=O)NC2CC2)c2c(C)cc(=O)oc2c1 | 0 | 10 | 6 | 9 | 18 | 4 | -3 | 2
Cc1nn(-c2cc(C(F)(F)F)ccn2)c(=O)o1 | 6 | 8 | 7 | 0 | 22 | -5 | -9 | -5
O=C(O)c1ccc(S(=O)(=O)c2ccccc2)cc1 | 2 | 3 | -2 | -7 | -12 | 1 | -10 | -10
COc1ccc(C(C(=O)NC(C)(C)C)N(C(=O)CCC(=O)Nc2cc(C)on2)c2ccc(C)c(C)c2)cc1 (stereo not drawn) | 17 | 1 | 3 | 4 | 14 | 4 | 10 | 13
COCCn1c(SCC#N)nnc1-c1ccccc1 | 2 | 10 | -20 | 6 | 6 | 10 | 3 | -16
COc1ccc(-n2c(SCC(=O)NCc3cccs3)nc3[nH]ncc3c2=O)cc1 | 0 | 2 | 16 | 2 | -4 | -1 | 7 | -6
Cc1ccc2sc(NC(=O)CN3C(=O)CCC3=O)nc2c1C | 57* | 4 | 1 | -4 | 15 | 12 | -6 | 5
CCOC(=O)/C(=C/c1ccc(F)cc1)NC(C)=O | -1 | -4 | 0 | 2 | 5 | 0 | -2 | 1
Cc1ccc(C(=O)NCC(=O)OCn2nnc3ccccc3c2=O)cc1 | 0 | 0 | 0 | 6 | -8 | -7 | 3 | -6
NC(=O)c1ncc(C(F)(F)F)cc1Oc1cccc(F)c1 | -1 | -4 | -17 | -15 | 10 | -10 | -5 | -3

Fetched by compound from the entries so far (four):
SMILES | Gli-Sufu block | UBC13 inh | CCR6 antag | SENP8 block | 697 NFkB inh | Jurkat NFkB inh | EBI2 antag | Apaf-1 inh
Cc1nn(-c2cc(C(F)(F)F)ccn2)c(=O)o1 | 6 | 8 | 7 | 0 | 22 | -5 | -9 | -5
COc1ccc(C(C(=O)NC(C)(C)C)N(C(=O)CCC(=O)Nc2cc(C)on2)c2ccc(C)c(C)c2)cc1 (stereo not drawn) | 17 | 1 | 3 | 4 | 14 | 4 | 10 | 13
CCOC(=O)/C(=C/c1ccc(F)cc1)NC(C)=O | -1 | -4 | 0 | 2 | 5 | 0 | -2 | 1
Cc1ccc(C(=O)NCC(=O)OCn2nnc3ccccc3c2=O)cc1 | 0 | 0 | 0 | 6 | -8 | -7 | 3 | -6

More entries.
SMILES | Gli-Sufu block | UBC13 inh | CCR6 antag | SENP8 block | 697 NFkB inh | Jurkat NFkB inh | EBI2 antag | Apaf-1 inh
N#CCCn1cc(/C=C2\NC(=S)N(c3ccccc3)C2=O)c(-c2ccc(F)cc2)n1 | 16 | 7 | 22 | 0 | 1 | -3 | 14 | 2
Clc1ccc(-c2nnc3c4ccccc4nc(N4CCOCC4)n23)cc1Cl | 26 | 2 | 9 | -11 | -25 | 0 | 5 | 2
O=C1c2cccnc2Oc2ccc(Cl)cc2N1Cc1ccc(F)cc1 | 8 | 1 | 11 | -5 | -27 | -28 | 2 | 9
CSCCC(NC(=O)COc1ccccc1)C(=O)N(C)CC(=O)Nc1ccc(C)cc1 (stereo not drawn) | -2 | 0 | 5 | 7 | 24 | 3 | -6 | -8
C/C(=N/NS(=O)(=O)c1ccc(C)c(C)c1)c1c[nH]c2ccccc12 | -4 | 5 | 0 | -9 | -3 | 10 | 3 | 14
Cc1[nH]c2ccccc2c1/C=N/Nc1cccc(C(=O)O)c1 | -98 | -4 | -3 | 12 | -29 | -1 | 0 | 1
CCCN1CCC(NC(=S)Nc2ccc([N+](=O)[O-])cc2)CC1 | 17 | 18 | 11 | 2 | 14 | -12 | 6 | -7
CC1(C)OC(=O)C(=CNc2ccccc2)C(=O)O1 | 27 | 10 | -11 | 1 | 10 | 9 | -5 | -20
COc1ccc2[nH]cc(C(=O)CN3CC(C)CC(C)C3)c2c1 (stereo not drawn) | -14 | 9 | 5 | 2 | 5 | -13 | 1 | 1
CC(C)c1ccc(C2(C)NC(=O)N(CC(=O)NCC3COc4ccccc4O3)C2=O)cc1 (stereo not drawn) | 5 | -5 | 7 | -15 | 14 | 4 | -3 | 15
CCOC(=O)c1ccc(N2CCN(C(=O)c3ccccc3)CC2)c(NC(=O)c2ccco2)c1 | 5 | -2 | 6 | 0 | 14 | -2 | -10 | 15
COc1ccc(C(=O)COC(=O)C2CCC(=O)N2)cc1 (stereo not drawn) | -4 | -5 | 15 | -7 | 9 | 2 | -2 | -14
O=C(CC(c1ccccc1)c1ccccc1)N1CCN(c2ccccn2)CC1 | 9 | 9 | -1 | 0 | -1 | 6 | -2 | 1
COc1cccc(C(=O)NNC(=O)/C=C/c2ccccc2)c1 | -7 | 7 | 0 | 1 | 10 | 27 | 3 | -5
C=CCOC(=O)Nc1ccc(Cl)cc1NC(=O)OCC=C | 0 | -10 | 14 | -8 | -14 | -38 | -10 | 2
CCOC(=O)CNS(=O)(=O)c1ccc(S(=O)(=O)NC2CC2)cc1 | -20 | 6 | 12 | 8 | 15 | 15 | -1 | -12
Cc1nn(C)c(C)c1S(=O)(=O)NCc1cccs1 | -6 | -13 | 27 | 1 | -34 | 0 | -13 | 4
O=C(CN1C(=O)S/C(=C\C=C\c2ccccc2)C1=O)Nc1cccc(O)c1 | -37 | -9 | 24 | -2 | -76 | -12 | 8 | -1
CCNC(=O)C/C(C)=N/NC(=O)C1CCCCC1 | -8 | -6 | -9 | -13 | -4 | -11 | -3 | 4
Cc1ccc(CNC(=O)c2cc(-c3ccccc3C)nn2CC2CC(c3cccnc3)=NO2)cc1 (stereo not drawn) | 4 | -3 | 9 | -19 | -13 | -5 | -1 | 26
Cc1ccc(C(=O)N2CCCC(C(=O)c3ccc(Cl)cc3C)C2)cn1 (stereo not drawn) | -8 | -8 | 0 | 0 | 7 | 18 | -6 | 5
CNC(=S)Nc1cccc(S(=O)(=O)NC2=NCCC2)c1 | 7 | 0 | 1 | 5 | 3 | 6 | -8 | -15
O=C(O)c1ccc(NC(=O)c2ccccc2NC(=O)c2ccccc2Cl)cc1 | 19 | 3 | -2 | -4 | 12 | 1 | 3 | -5
NC(=O)NOCc1cccc(Cl)c1 | -3 | 2 | 2 | 0 | 10 | 7 | -3 | 3
CC(C)Cc1csc(NC(=O)c2ccc(F)cc2)c1C(=O)O | 3 | 5 | -12 | 84* | 18 | 6 | -8 | 14
O=C(O)c1c2c(nc3ccc(F)cc13)CCC2 | 1 | 8 | 3 | 1 | 17 | 11 | -5 | -18
COc1cc(-c2nc(C(=O)NC3CCCCC3)cc3c2[nH]c2ccccc23)cc(OC)c1OC | 18 | -3 | 7 | 5 | 27 | -4 | 29 | -10
Cc1ccsc1CNCc1cc(Cl)ccc1O | -10 | 34 | 17 | -9 | -17 | -7 | -4 | 1
Cc1nnc(SCC(=O)c2ccc(Cl)cc2)n(N)c1=O | . | -22 | 14 | -7 | -138 | -59 | 3 | 18
CCOC(=O)C1CCN(CC(O)COc2ccc(C(C)(C)CC)cc2)CC1 (stereo not drawn) | 6 | 18 | 9 | 6 | 19 | 8 | -5 | 5

By substructure: the entries above containing a cyano group
SMILES | Gli-Sufu block | UBC13 inh | CCR6 antag | SENP8 block | 697 NFkB inh | Jurkat NFkB inh | EBI2 antag | Apaf-1 inh
COc1ccc(CCNc2oc(COc3ccccc3)nc2C#N)cc1 | -16 | -4 | 9 | -12 | 12 | 2 | 28 | 9
COCCn1c(SCC#N)nnc1-c1ccccc1 | 2 | 10 | -20 | 6 | 6 | 10 | 3 | -16
N#CCCn1cc(/C=C2\NC(=S)N(c3ccccc3)C2=O)c(-c2ccc(F)cc2)n1 | 16 | 7 | 22 | 0 | 1 | -3 | 14 | 2

More entries:
SMILES | Gli-Sufu block | UBC13 inh | CCR6 antag | SENP8 block | 697 NFkB inh | Jurkat NFkB inh | EBI2 antag | Apaf-1 inh
Cn1c(=O)c2c(nc(N3CCCCC3)n2CCNC2=NCCC2)n(C)c1=O | 0 | -1 | 2 | -9 | 4 | -1 | -4 | 2
COC(=O)c1[nH]c(C)c(/C(O)=C2\C(=O)C(=O)N(CCN(C)C)C2c2ccc(C)o2)c1C (stereo not drawn) | -8 | 1 | -13 | 0 | 19 | 6 | 0 | -2
Cc1nc(=O)c(-c2ccccc2)c(C)n1Cc1ccccc1 | 4 | 5 | -9 | -6 | 11 | 16 | -10 | -8
COc1ccc(C2c3ccc(O)cc3Oc3ncn(CC(C)C)c(=N)c32)cc1 (stereo not drawn) | 5 | -4 | 9 | -8 | 0 | 4 | 13 | -24
O=C(CCOc1ccc(F)cc1)Nc1nccs1 | -1 | -7 | -2 | -1 | 5 | -13 | 12 | -8
COc1ccc(C(=O)[C@H]2[C@H]3C(=O)N(c4ccc(C)cc4)C(=O)[C@H]3C3C=CC=NN32)cc1 (stereo partly drawn) | 7 | -19 | 5 | 5 | -17 | -10 | -4 | -10
CCC(=O)NC(C)c1nc2ccccc2n1C (stereo not drawn) | -2 | 1 | -1 | -5 | 22 | -2 | -14 | 1
O=C(Nc1cc2c(cc1Br)OCCO2)c1ccc(=O)[nH]c1 | 7 | 10 | -1 | 1 | 13 | 8 | 2 | -6
CCNC(=S)Nc1cccc([N+](=O)[O-])c1 | . | -4 | . | -9 | -18 | -9 | . | 11
COc1ccc(N2CCN(c3nc4c(c(=O)n(C)c(=O)n4C)n3CCCc3ccccc3)CC2)cc1 | -47 | -4 | 11 | 1 | -40 | -28 | 10 | 25

Assay outcomes as filed in PubChem BioAssay.

Only part of the results is shown (hit frequency here may not be typical).
